Assay outcomes from PubChem BioAssay.
hERG WT inh = qHTS for Inhibitors of KCHN2 3.1: Wildtype qHTS; U2OS, BacMam KCNH2, thallium flux FluxOr; hits give low values; activity change, % at 1.84 µM; 0.37% of 340,000 active;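 active = maximum activity change below -70%; inconclusive = maximum activity change between -70% and -50%; inactive = maximum activity change above -50%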; also: % is scaled to controls: 0 for no effect and ±100 for the full control effect
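U2OS cells were transduced with wild-type KCNH2 virus (2.03 x 10^8 / mL) for 4 h at room temperature, then cultured overnight at 37 C. Thallium flux was read with FluxOr dye. Rate constants were normalized to DMSO controls.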
Giardia killer = Small Molecules that selectively kill Giardia lamblia: qHTS; Giardia lamblia trophozoite viability; activity change, % at 7.66 µM, hits read low; 0.15% of 340,000 active; in the data active = activity change below about -80%; inconclusive = between about -30% and that limit;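 also: parasites exposed to compound for two days anaerobically before the ATP read; % is scaled to controls: 0 for no effect and ±100 for the full control effect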
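Anaerobic 48 hrs incubation at 37 deg C of 100 trophozoites/well with test compounds; ATPLite 1-Step luminescence, 15-30 min RT, reports cellular ATP as viability.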
Tb PFK inh = qHTS Assay to Find Inhibitors of T. brucei phosphofructokinase; ATP-dependent 6-phosphofructokinase (Trypanosoma brucei brucei), O15648; T. brucei PFK, ADP-Glo luminescence; Potency, µM (series often up to 57.5 µM), for the others: at the top dose activity, negative = inhibition, usual class: inhibitors; 0.17% of 330,000 active; AID 485367, 2010;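 also: potency is read from the fitted curve at half-maximal effect; 0% = uninhibited 1x PFK enzyme wells and -100% = no-enzyme wells; nearly all actives have a fitted effect of over 60% in size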
Target sequence (O15648 whole entry, looked up): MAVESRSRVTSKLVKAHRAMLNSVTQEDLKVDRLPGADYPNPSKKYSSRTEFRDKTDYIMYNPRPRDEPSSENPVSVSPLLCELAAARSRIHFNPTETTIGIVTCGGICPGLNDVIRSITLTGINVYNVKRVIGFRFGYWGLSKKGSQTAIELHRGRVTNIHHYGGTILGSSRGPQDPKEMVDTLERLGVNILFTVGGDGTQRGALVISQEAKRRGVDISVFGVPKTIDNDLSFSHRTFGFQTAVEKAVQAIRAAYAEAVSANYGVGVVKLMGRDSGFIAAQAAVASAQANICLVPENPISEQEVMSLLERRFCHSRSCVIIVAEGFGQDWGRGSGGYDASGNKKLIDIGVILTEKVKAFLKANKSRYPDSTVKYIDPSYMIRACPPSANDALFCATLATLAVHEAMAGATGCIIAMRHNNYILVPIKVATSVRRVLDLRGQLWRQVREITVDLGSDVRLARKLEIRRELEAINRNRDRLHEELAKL
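Activity is normalized to no-enzyme wells (full inhibition) and 1.25 nM enzyme wells (no inhibition). Reaction: 0.5 mM F6P, 0.1 mM ATP, 45 min RT, ADP-Glo luminescence; concentration-response curves fitted and classed by quality.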
AT treatment = qHTS Assay for Identifying a Potential Treatment of Ataxia-Telangiectasia; 0.19% of 320,000 active; Potency, µM (titrated, usually from 57.5 µM), inactives show at the highest dose activation, hits mostly activators; AID 485349, 2010; […] A-T fibroblasts, KAP-1 phosphorylation AlphaLISA; neocarzinostatin DNA damage 30 min before lysis; also: potency is read from the fitted curve at half-maximal effect; % of control where 0% means no effect; nearly all actives have a fitted effect of over 45% in size
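ATM-like activity read as KAP-1 phosphorylation via AlphaLISA donor/acceptor antibody pairs after lysis and 6 hr at 25C. Cells were ATM-null patient fibroblasts ([…], hTERT), dosed 60 min, then exposed to the DSB inducer NCS for 30 min.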
TCR activator = Activators of T cell receptors: qHTS campaign; AID 504894, 2011; primary human leukocytes, anti-CD3, IL-2 HTRF, 48 h; 330,000 tested, under 10 active; Potency, µM (doses to about 9.22 µM), for the others: at the highest dose activation of IL-2 secretion, most hits filed as activators; also: % of control where 0% means no effect
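Activity was scored as IL-2 release from primary human leukocytes given only a TCR signal (a-CD3 beads) plus compound for 48 hr. Detection used a two-antibody HTRF format read at 665nm.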
TSHR antagonist = Antagonists of the Thyroid Stimulating Hormone Receptor: HTS campaign. activity change, negative = inhibition, % at 11.5 µM. TSHR-expressing cells, TSH-stimulated cAMP HTRF, 2 h; hits give low values. AID 504810, 2011. 0.2% of 330,000 active;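 active = activity change below a set negative limit, meaning inhibition stronger than a set level, cut at about -70% in these data; inconclusive = activity change between two set negative limits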; also: % is scaled to controls: 0 for no effect and ±100 for the full control effect
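Antagonism was scored as loss of TSH-driven cAMP in TSHR cells, stimulated with 4nM TSH (EC80) for 2 hours at 37 deg C and detected by homogeneous HTRF competition immunoassay.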
GALK inh = qHTS Assay for Inhibitors of Human Galactokinase (GALK) | 0.007% of 270,000 active | P51570 | Purified GALK, Kinase-Glo residual ATP luminescence | Potency, µM (highest dose often 57.5 µM), for inactives: at the top dose activity change, negative = inhibition, usual class: inhibitors; also: potency is read from the fitted curve at half-maximal effect; % is scaled to controls: 0 for no effect and ±100 for the full control effect
Target sequence (P51570 whole entry, looked up): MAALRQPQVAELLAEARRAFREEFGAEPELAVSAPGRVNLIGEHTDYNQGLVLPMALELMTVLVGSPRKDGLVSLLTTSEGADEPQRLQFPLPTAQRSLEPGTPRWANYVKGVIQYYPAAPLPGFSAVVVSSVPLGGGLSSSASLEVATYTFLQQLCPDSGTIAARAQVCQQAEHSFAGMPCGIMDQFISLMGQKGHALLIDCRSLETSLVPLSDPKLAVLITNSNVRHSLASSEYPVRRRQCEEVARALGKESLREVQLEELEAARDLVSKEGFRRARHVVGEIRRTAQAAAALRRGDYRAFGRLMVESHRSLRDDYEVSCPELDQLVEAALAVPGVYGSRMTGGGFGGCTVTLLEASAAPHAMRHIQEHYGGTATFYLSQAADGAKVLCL
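Galactose (100 uM) and ATP (35 uM) were turned over by 5 nM GALK for 1 h at RT. Kinase-Glo Plus then converted the remaining ATP into a luminescent signal.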
Chronic BCR inh = qHTS Assay to Find Inhibitors of Chronic Active B-Cell Receptor Signaling; 0.05% of 340,000 active; ABC-DLBCL IkBa-CBG/CBR reporter, luminescence ratio, 4 h; Potency, µM (series often up to 46.1 µM), inactives show at the top dose ratio change, negative = lower green/red ratio, most hits filed as inhibitors; active = well fitted inhibition curve with a large enough effect in the signal ratio, with a control signal flat, not every such curve was filed as active; inconclusive = small, poorly fitted or top-dose-only effect, or effect the other way, or a change in a side signal; the % refers to the signal ratio;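 also: potency is read from the fitted curve at half-maximal effect; plate controls were basal doxycycline-induced cells for no effect and cells given 10 µM MG132 for full effect; MG132 reads +100%, hits lower the ratio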
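Doxycycline induced both beetle luciferases in TMD8 lymphoma cells; IKK-driven degradation limits the IkappaBalpha-fused green signal, while red luminescence normalises for cell number and nonspecific effects. Compounds tested up to 46 uM, 4 hrs.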
Coupling enz = qHTS Assay for Inhibitors of Fructose-1,6-bisphosphate Aldolase from Giardia Lamblia: Coupling assay counterscreen; coupling enzyme system counterscreen, AmpLite Red fluorescence; activity change, negative = inhibition, % at 58.2 µM, hits read low; 0.67% of 290,000 active; in the data active = activity change below about -30%; also: % is scaled to controls: 0 for no effect and ±100 for the full control effect
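Fluorescence at 525 nm excitation and 598 nm emission measured inhibition of the coupled detection system without aldolase. Compounds (at 57.5 uM final) were preincubated 10 min at room temperature with coupling enzyme reagent before a 20 min substrate/AmpLite Red step.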
MLL CXXC-DNA inh = qHTS Fluorescence Polarization Assay for Inhibitors of MLL CXXC domain - DNA interaction; 0.037% of 290,000 active; AID 2662, 2010; MLL-CXXC / FITC-HOXA9 DNA fluorescence polarization; Histone-lysine N-methyltransferase 2A (Homo sapiens), Q03164; Potency, µM (highest dose often 115 µM), for inactives: top-dose activity change, negative = inhibition, actives largely listed as inhibitors; active = well fitted inhibition curve with a large enough effect in the polarisation, with a control signal flat, not every such curve was filed as active; inconclusive = small, poorly fitted or top-dose-only effect, or effect the other way, or a change in a side signal; inactive = no such curve, though single readings can be large or run the other way; the % refers to the polarisation; also: potency is read from the fitted curve at half-maximal effect
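Purified MLL-CXXC (added from a 7 uM solution) was preincubated 5 min at ambient with pinned compounds in 50 mM Tris-HCl pH 7.5, 50 mM NaCl, 1 mM DTT, 0.05% BSA. Fluorescein-labeled HOX-A9 DNA (50 nM solution) followed, 30 min, then polarization read.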
* = called active by the depositor; ? = inconclusive; / = no result given; & = joins results of further samples; [ ] = another dose, or the depositor's remark. Unless noted, calls follow the shape of the dose curve; as a rule, active = well fitted curve in the direction sought with a large enough effect; inconclusive = small, poorly fitted or top-dose-only effect, or another doubt; inactive = no such curve, though single readings can be large; an effect the other way counts as inactive or inconclusive. An unsorted share of the library; any-hit rate near 1.6%.

Each structure is followed by: hERG WT inh | AT treatment | GALK inh | Chronic BCR inh | Coupling enz | Tb PFK inh | Giardia killer | TSHR antagonist | MLL CXXC-DNA inh | TCR activator
- COc1ccccc1NC(=O)CCc1nc(-c2cccs2)no1
  -0.8 | / | 0.2% | -21.2% | -0.9 | 5.1% | 8.3 | -10.2 | -0.8% | -17.1%
- CCOC(=O)CSc1nnc(-c2ccoc2C)n1-c1ccc(OCC)cc1
  7.6 | -5.2% | 5.6% | -3.3% | 0.3 | -1.5% | -12.6 | -8.4 | 5.0% | -6.1%
- O=C(NCc1ccco1)Nc1ccc(Br)cc1
  -13.7 | 3.5% | -1.5% | -1.2% | -0.7 | -8.3% | -19.4 | -20.5 | -1.9% | 2.9%
- COc1ccc(CCNC(=O)c2ccc(CS(=O)(=O)c3ccc(Cl)cc3)o2)cc1OC
  8.6 | -1.4% | 0.4% | 3.2% | -0.5 | 0.4% | -3.0 | -18.2 | 0.9% | -4.3%
- CC(=O)OCc1cc(-c2nn(C)c(=O)c3ccccc23)ccc1C
  -14.6 | -0.8% | -0.4% | -6.4% | 2.6 | 4.1% | -4.4 | -20.5 | -4.2% | -35.5%
- O=C(CN1CCCCCCC1)N/N=C/c1ccc([N+](=O)[O-])o1
  11.3 | -1.0% | -6.6% | -2.3% | -2.5 | ? | ? | 29.4 | -6.1% | -5.0%
- CCOc1ccccc1C(=O)N[C@H](C(=O)Nc1nc2c(s1)CCCC2)C(C)C
  4.6 | -2.5% | -1.1% | -1.5% | -5.0 | 0.3% | 30.9[activator] | -1.5 | -0.7% | -3.5%[46.1 µM]
- CCOC(=O)C1(CCOc2ccccc2)CCN(Cc2ccc(C#CCCO)cc2)CC1
  19.1 | 2.7% | -2.9% | ? | 0.1 | 0.7% | -12.5 | -9.0 | 8.0% | 0.2%
- CCOC(=O)c1cnc2c(Cl)cc(Cl)cc2c1NCCCN1CCOCC1
  -0.7 | 14.3% | 0.8% | 1.2% | 0.3 | -0.2% | 13.6 | 15.4 | -5.7% | -20.0%
- CCn1cc(C(=O)N[C@@H](CCSC)C(=O)NCCOC)c(=O)c2cc3c(cc21)OCO3
  -10.7 | -8.6% | / | -4.2% | 1.7 | -6.0% | 6.2 | -0.8 | 3.6% | 12.8%
- COc1cc(/C=N/NC(=O)C2C3CCCCC32C)cc(Br)c1O (stereo not drawn)
  16.9 | -7.7% | 0.0% | ? | -12.0 | 7.2% | 8.9 | -21.3 | -0.8% | -10.7%
- S=C(NCCc1ccccc1)N1CCN(Cc2ccc(Cl)c(Cl)c2)CC1
  -1.3 | 0.2% | 0.7% | 0.0% | -5.3 | 0.1% | -4.0 | -1.5 | -1.2% | -6.0%[46.1 µM]
- O=C1NC(=O)C2(COC(c3ccncc3)OC2)S1 (stereo not drawn)
  0.3 | -4.6% | -0.2% | -6.3% | 5.7 | 5.0% | 24.4 | 24.6 | 18.4% | 7.0%[46.1 µM]
- O=C(O)C1CCCCC1C(=O)NCCC(c1ccccc1)c1ccccc1 (stereo not drawn)
  -2.3 | 3.4% | -4.3% | 11.0% | 5.9 | -0.5% | 0.8 | -5.8 | -8.0% | 3.6%
- COc1ccc2[nH]c(=O)c(CN(CC3CCCO3)C(=S)Nc3cccc(C)c3)cc2c1 (stereo not drawn)
  -20.7 | -3.7% | 1.4% | 14.7% | -24.8 | -2.4% | -2.8 | 4.3 | 3.1% | -3.3%
- CCC(Oc1nc2ccccc2nc1-c1ccccc1NC(C)=O)C(=O)c1ccccc1 (stereo not drawn)
  18.8 | 2.7% | 2.2% | -1.0% | -2.2 | -20.5% | -2.1 | 20.6 | 3.1% | -26.1%
- Cc1ccc(C(=O)OCC(=O)NCCc2ccc(S(N)(=O)=O)cc2)o1
  -3.6 | -0.8% | / | 0.9% | / | 2.2% | 5.8 | 28.6 | / | 0.0%[46.1 µM]
- NC(=O)c1nsnc1-c1ccccc1O
  4.6 | 8.3% | 3.2% | ? | 4.3 | 14.0% | -19.6 | 12.0 | 0.3% | 3.7%
- COc1ccc(NC(=O)c2cccc(S(=O)(=O)N3CCCCC3)c2)c(OC)c1
  -2.7 | -0.3% | 5.5% | ? | / | -1.3% | -15.9 | -13.2 | 15.1% | -2.2%
- CCC1(c2ccccc2)NC(=S)N(c2ccc(C)cc2)N1 (stereo not drawn)
  -2.7 | -0.2% | -1.0% | ? | 2.8 | 0.8% | -20.2 | -2.0 | -7.2% | -2.6%
- Cc1ccc(O)c(NC(=O)CSc2n[nH]c(C)c2[N+](=O)[O-])c1
  -2.4 | -0.6% | 4.6% | 7.5% | 2.8 | 3.1% | -5.9 | -11.2 | -9.2% | 4.8%
- CCOc1ccccc1CN1CCCC(C(=O)c2ccc(OC)c(OC)c2)C1 (stereo not drawn)
  13.1 | -10.0% | -3.6% | -13.4% | 4.7 | 4.4% | -8.1 | 33.3 | 32.8%[activator] | -6.3%
- O=[N+]([O-])c1c(Nc2cccc(O)c2)cc(Cl)c2nonc12
  -3.1 | -8.7% | -5.8% | ? | -2.9 | ? | -5.2 | -98.1* | 22.6% | -25.9%
- Cc1cc(=O)[nH]c(SCc2ccc(Cl)cc2Cl)n1
  -6.4 | 13.2% | -0.2% | 4.9% | -2.4 | 4.1% | 10.4 | -8.7 | -2.0% | -8.4%
- CCCCOC(=O)C(C)Sc1n[nH]c(=O)[nH]c1=O (stereo not drawn)
  -2.1 | 0.8% | -0.3% | / | -1.6 | -2.0% | 0.9 | -3.4 | 5.7% | -6.8%
- C/C(=N\NC(=O)c1ccn(C)n1)c1ccc(NC(=O)C2CCCC2)cc1
  -5.1 | 2.6% | 3.0% | ? | -0.5 | -0.1% | -6.6 | 0.2 | 8.8% | -2.7%[46.1 µM]
- COc1ccc(N(CC(=O)NCC2CCCO2)S(=O)(=O)c2ccccc2)cc1OC (stereo not drawn)
  -2.5 | 4.8% | -1.8% | 2.8% | -0.3 | -2.6% | 0.3 | 18.9 | -0.4% | 11.3%
- COCc1nnc(NC(=O)c2ccco2)s1
  -9.3 | -2.4% | 7.3% | 3.2% | -0.1 | -0.2% | -8.0 | 4.0 | 5.2% | /
- CCOc1ccc(CNC(=S)NCc2ccc(OCC)cc2)cc1
  -5.4 | -1.2% | 0.4% | 0.9% | 1.4 | 0.5% | -12.8 | 53.6 | 3.5% | 8.7%[46.1 µM]
- CC(=O)Nc1ccc(NC(=O)COC(=O)COc2ccc3ccccc3c2)cc1
  3.9 | 23.9% | / | 0.3% | / | 3.3% | 9.4 | 1.1 | / | -0.5%
- CNCCC=C1c2ccccc2CCc2ccccc21
  9.5 | 9.3% | 0.7% | ? | -2.3&-4.0&-3.5 | 2.6% | -0.9 | -16.3&-6.3 | 3.9%&8.5%&-9.8% | 4.3%
- CCN(C[C@H]1N[C@@](CC)(C(=O)OC)[C@H]2C(=O)N(C)C(=O)[C@@H]12)C(=O)c1ccc(C(C)(C)C)cc1
  -5.1 | 4.1% | / | 3.3% | / | 0.9% | 11.2 | -1.2 | / | 0.2%
- O=S(=O)(Nc1ccccc1O)c1cccc2cccnc12
  -11.3 | -2.6% | -2.8% | ? | -16.5 | -14.7% | -15.1 | 7.9 | 29.5% | 3.3%
- CCCCOc1ccccc1NC(=O)c1ccc(=O)[nH]c1
  11.9 | 3.6% | 0.7% | 3.3% | -0.5 | -17.1% | -0.9 | 0.7 | 16.3% | /
- Cc1ccc(NC(=O)CSc2nc3[nH]ncc3c(=O)[nH]2)cc1Cl
  -2.2 | 2.3% | / | 19.2% | / | 3.7% | 3.7 | -5.1 | / | 2.7%
- COCCNC(=O)CC(=O)N/N=C/c1ccc(C(=O)OC)cc1
  14.4 | -3.6% | -0.8% | -7.9% | 3.2 | -2.6% | -0.7 | -6.4 | -13.1% | 5.1%

Shown as a hit in TSHR antagonist, of those listed so far:
| mol | GALK inh | TSHR antagonist | MLL CXXC-DNA inh | TCR activator |
| --- | --- | --- | --- | --- |
| O=[N+]([O-])c1c(Nc2cccc(O)c2)cc(Cl)c2nonc12 | -5.8% | -98.1* | 22.6% | -25.9% |
